# TDP1 cell noCPT – qHTS for Inhibitors of human tyrosyl-DNA phosphodiesterase 1 (TDP1): qHTS in cells in absence of CPT | DT40 Tdp1-/- hTDP1 cells, no CPT, ATP luminescence, 48 h | Potency, µM (titrated, usually from 46.2 µM), inactives show at the top dose activity change, negative = growth inhibition, most hits filed as inhibitors | 15% of 420,000 active | AID 686978, 2013; note: nearly all actives have a fitted effect of over 55% in size
#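 Cells were dispensed at 400 per well, compounds added by pin tool, plates incubated ≥48 hr at 37 °C, then CellTiter-Glo added for 30 min at room temperature before luminescence reading. Line: DT40 Tdp1-/- complemented with hTDP1; camptothecin omitted.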
# TDP1 cell CPT – growth inhibition of DT40 Tdp1-/-;hTDP1 cells with camptothecin (screen for TDP1 inhibitors) | chicken DT40 Tdp1-/-;hTDP1 cells + 20 nM CPT, ATP luminescence, 48 h | Potency, µM (titrated, usually from 46.2 µM), inactives show top-dose activity change, negative = growth inhibition, actives largely listed as inhibitors | 12% of 420,000 active | AID 686979; note: nearly all actives have a fitted effect of over 55% in size
#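 Chicken DT40 Tdp1-/- cells complemented with human TDP1, 400 cells/well, exposed to compounds plus 20 nM camptothecin for at least 48 h at 37 C; viability read as ATP content by CellTiter-Glo luminescence.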
# TDP1 block – inhibitors of human tyrosyl-DNA phosphodiesterase TDP1 | Q9NUW8 | 0.28% of 350,000 active | AID 485290 | Potency, µM (top dose mostly 130 µM), for inactives: top-dose activity change, negative = inhibition, usual class: inhibitors | recombinant TDP1, AlphaScreen DNA substrate cleavage; note: nearly all actives have a fitted effect of over 40% in size
# Target sequence (Q9NUW8 whole entry, looked up): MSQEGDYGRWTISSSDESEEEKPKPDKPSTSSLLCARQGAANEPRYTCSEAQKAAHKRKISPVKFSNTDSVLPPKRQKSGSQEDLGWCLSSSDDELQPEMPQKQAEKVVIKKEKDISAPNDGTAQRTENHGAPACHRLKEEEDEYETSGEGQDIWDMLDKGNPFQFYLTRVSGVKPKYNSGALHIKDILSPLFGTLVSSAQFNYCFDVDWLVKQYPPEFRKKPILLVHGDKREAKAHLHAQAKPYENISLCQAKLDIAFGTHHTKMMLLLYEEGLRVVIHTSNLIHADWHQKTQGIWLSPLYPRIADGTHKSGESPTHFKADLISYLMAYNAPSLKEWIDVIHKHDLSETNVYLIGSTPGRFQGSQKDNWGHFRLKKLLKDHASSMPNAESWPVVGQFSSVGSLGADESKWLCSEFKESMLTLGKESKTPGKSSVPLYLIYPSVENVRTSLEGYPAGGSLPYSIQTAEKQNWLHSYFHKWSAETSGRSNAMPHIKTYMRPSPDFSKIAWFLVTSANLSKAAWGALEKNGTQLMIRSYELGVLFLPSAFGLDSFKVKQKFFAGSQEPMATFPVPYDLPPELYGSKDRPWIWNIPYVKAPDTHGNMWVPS
#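 E. coli-derived human Tdp1, 1 nM final. Cpd preinc 15 min RT; substrate 15 nM final, 5 min RT; AS bead mix 10 ug/ml final, 10 min RT. Signal loss = tyrosine-FITC cleavage. No-enzyme wells = max signal.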
# The depositor's hits bear a star; ? = inconclusive; . = no result given; [ ] = another dose, or the depositor's remark. Calls come from the whole dose curve; as a rule, active = well fitted curve in the direction sought with a large enough effect; inconclusive = small, poorly fitted or top-dose-only effect, or another doubt; inactive = no such curve, though single readings can be large; an effect the other way counts as inactive or inconclusive. % is set by controls: 0 for no effect and ±100 for the full control effect; potency is the fitted concentration of half-maximal effect. Hits appear at their usual frequency. Share with any hit: about 18%.
# Values in the order: TDP1 cell noCPT	TDP1 cell CPT	TDP1 block
> Cc1ccccc1N(CC(=O)N/N=C/c1ccc(F)cc1)C(=O)c1ccccc1
→ ?	?	0%
> C=C(C)C(=O)Nc1cccnc1Oc1ccc(F)cc1F
→ 1%	-1%	-4%
> O=C(O)CCCCCNC(=O)Cn1nnc2ccccc2c1=O
→ 1%	-7%	-1%
> CC(NC(=O)c1ccc(CS(C)(=O)=O)cc1)c1cccc2ccccc12 (stereo not given)
→ -3%	-1%	4%[0.0935 µM]
> COc1c(C)cc(NC(=O)c2ccc3c(c2)NC(=O)CO3)cc1C
→ -4%	7%	9%
> O=S(=O)(c1ccc(C(F)(F)F)cc1)N1CCN(c2nc(-c3cccs3)nc3ccccc23)CC1
→ -30%	-21%	0%
> Cc1ccc(S(=O)(=O)N2CCOCC2)cc1NC(=O)CSc1nccn1C
→ -9%	-5%	0%
> CCCCCCCCCCCCCCCC(=O)OC(CC(=O)O)C[N+](C)(C)C (stereo not given)
→ ?	5.8µM*	10%[56.1 µM]
> O=C(O)CNS(=O)(=O)/C=C/c1ccccc1
→ -8%	5%	-5%
> COc1ncc2ncc(=O)n(C3CC3)c2n1
→ ?	-18%	.
> O=C(NC1CC(=O)N(c2ccccc2)C1)c1ccc(S(=O)(=O)N2CCCCC2)cc1 (stereo not given)
→ -21%	-25%	0%
> C[C@@H](C(=O)CC(=O)OC(C)(C)C)[C@@H](O)c1ccccc1
→ 7%	0%	9%
> COc1c(C)cc(Br)cc1C(=O)Nc1ccc(Cc2ccncc2)cc1
→ ?	?	3%
> COc1ccccc1NS(=O)(=O)c1ccc2c(c1)OCCO2
→ -15%	-22%	6%
> CC(C)n1c(Nc2ccccc2)nc2ccccc21
→ -9%	0%	9%
> COc1cc(CNCCSc2nnnn2C)ccc1OCc1ccccc1
→ ?	?	5%
> Cc1nc2[nH]c(=O)n(O)c(=O)c2s1
→ 26µM*	?	.
> COc1cccc(CN(CC(=O)NCc2ccco2)C(=O)CNS(=O)(=O)c2ccccc2)c1
→ 3%	-3%	14%
> CC12CCC(C(=O)NCc3ccc(F)cc3)(OC1=O)C2(C)C (stereo not given)
→ 3%	1%	0%
> O=C1CC(/C=C/c2ccco2)=Nc2ccccc2N1
→ ?	?	4%
> CCNc1ncnc2c1cnn2C
→ -9%	-1%	0%
> O=C(NCc1ccco1)c1cc(S(=O)(=O)N2CCCC2)ccc1Cl
→ 27%	-25%	3%[56.1 µM]
> CCOc1cccc2sc(N(CCN(C)C)C(=O)c3ccc4ccccc4c3)nc12
→ ?	?	10%
> COc1cc(NC(=O)C[n+]2ccc(C(=O)c3ccccc3)cc2)cc(OC)c1
→ 13µM*	23µM*	3%
> COCCN(C(=S)Nc1ccc(C(C)C)cc1)C(C)c1cccs1 (stereo not given)
→ ?	?	0%
> COc1ccc(-c2nc(C)ncc2N=Nc2ccccc2)cc1
→ -44%	?	14%
> CCCS(=O)(=O)N1CCCC(C(=O)c2ccccc2OC)C1 (stereo not given)
→ 12%	-1%	4%
> COc1ccc(NC(=O)C2CCCN2S(=O)(=O)c2cccs2)c([N+](=O)[O-])c1 (stereo not given)
→ 10µM*	21µM*	-2%
> CCOC(=O)Cc1csc(NS(=O)(=O)Cc2ccccc2)n1
→ -25%	-6%	-2%
> CC(=O)c1ccc(-c2ccc(C(=O)NC3CC(C)(C)NC(C)(C)C3)o2)cc1
→ ?	23%	.
> CCN(C(=O)COC(=O)C1CC1)c1c(N)n(Cc2ccccc2)c(=O)[nH]c1=O
→ 4%	-3%	2%
> COc1cc(NC(=O)COC(=O)c2cnc(C)cn2)c(C)cc1[N+](=O)[O-]
→ 15%	5%	2%
> Cc1ccc(CNC(=O)c2cnn3c(C)c(Cc4c(F)cccc4Cl)c(C)nc23)cc1
→ ?	15µM*	3%
> CCN1CNC(=S)N(CCc2ccccc2)C1
→ 8%	1%	1%
> CSc1ccccc1NC(=O)Nc1ccccc1
→ -17%	-29%	-6%
> CC(=O)c1cccc(N(C(=O)c2ccco2)C(C(=O)NC2CCCC2)c2ccncc2)c1 (stereo not given)
→ -7%	0%	0%
> Cc1nnc(NC(=O)c2oc3ccccc3c2C)s1
→ -1%	?	1%
> CCCCNC(=O)C(C#N)c1nc2ccccc2nc1N1CCN(c2ccccc2F)CC1 (stereo not given)
→ -19%	-9%	6%
> COc1cc(NC(=O)CN2C(=O)C(c3ccc(C)cc3)=NC23CCCCCC3)cc(OC)c1
→ ?	?	3%
> Cc1ccc2c(CSc3nc4ccccc4c(=O)n3CCCO)cc(=O)oc2c1C
→ 23µM*	?	5%
> CCOC(=O)C1=C(CS(=O)(=O)c2ccc(C)c(C)c2)NC(=O)NC1c1ccccc1OCC (stereo not given)
→ ?	?	-1%
> O=C(CN1C(=O)NC2(CCCC2)C1=O)Nc1cc(Cl)ccc1N1CCCCC1
→ -25%	-13%	5%
> COc1ccc(C(c2nnnn2C(C)(C)C)N2CCN(C)CC2)cc1OC (stereo not given)
→ -5%	5%	-2%
> NC(=O)CC(NC(=O)Cc1ccc(Br)cc1)c1ccc(NCCc2cccc(F)c2)c([N+](=O)[O-])c1 (stereo not given)
→ -10%	4%	5%
> Cc1oc2ccc(OCc3ccc(F)cc3)cc2c1C(=O)O
→ 11%	-4%	8%
> CCN(CC)S(=O)(=O)c1ccc2c(c1)N(CC(=O)NCc1ccccn1)C(=O)CO2
→ 22%	0%	.
> Cc1cc(Cl)ccc1OCC(=O)NCCCN1CCOCC1
→ -9%	-4%	-4%
> Brc1cccc[n+]1CCC[n+]1ccccc1Br
→ ?	-69%	.
> CCCCN(CC)CCNC(=O)C1c2cc(OC)c(OC)cc2C(=O)N2CCc3ccccc3C12 (stereo not given)
→ -1%	-2%	5%
> CCOC(=O)c1cc(-c2ccccc2)n(-c2cccc(C(=O)Nc3cccc(F)c3)c2)c1C
→ ?	-110%	6%
> Nc1nc(SC2c3cccc4cccc(c34)C2NS(=O)(=O)c2ccccc2)n[nH]1 (stereo not given)
→ ?	9%	1%
> CC(C)Cn1c(O)c(/C=C2\C=NN=C2c2ccccc2)sc1=S
→ ?	?	8%
> O=C1NN(c2ccc(Cl)c(Cl)c2)C(=O)/C1=C/c1ccc(-c2ccccc2C(=O)O)o1
→ 11%	4%	.
> CC(C)(C)NC(=O)NC(=O)C[n+]1ccc(Cc2ccc([N+](=O)[O-])cc2)cc1
→ 2.1µM*	4.1µM*	.
> CC(C)(C)c1ccc(OCCC(=O)Nc2cccc(S(=O)(=O)N3CCCCC3)c2)cc1
→ ?	?	0%
> C(=NOCCc1ccccc1)c1ccncc1
→ -20%	-2%	.
> O=C(O)c1ccccc1-c1ccccc1C(=O)Nc1ccc2oc(=O)c3ccccc3c2c1
→ -2%	1%	.
> COc1ccc(C2=Nn3c(nnc3-c3ccncc3)SC2)cc1OC
→ ?	?	5%
> CCOC(=O)C1CCN(C(=O)c2cc(S(=O)(=O)N3CCOCC3)c(Cl)cc2Cl)CC1
→ -26%	-23%	8%
> CCCCCn1c(=O)[nH]c2cc(C(=O)NCc3ccc(C)cc3)ccc2c1=O
→ -7%	-14%	3%

# The list continues.
# Values in the order: TDP1 cell noCPT	TDP1 cell CPT	TDP1 block
> Cc1cc(Cl)cc(Br)c1OCCCN1C(=O)NC(C)(C)C1=O
→ -14%	-16%	-1%
> CN1C(=S)SC(/[N+]([O-])=C/c2ccc(Cl)cc2)C1(C)C (stereo not given)
→ -5%	-2%	?
> Cc1cccn2c(=O)c(/C=C(\C#N)S(=O)(=O)c3ccccc3)c(N3CCCCC3)nc12
→ ?	?	2%
> CC(C)CN(C(=O)COC(=O)c1c2c(nc3ccccc13)CCC2)c1c(N)n(Cc2ccccc2)c(=O)[nH]c1=O
→ ?	?	1%
> CCc1ccccc1NC(=O)Nc1cc(C(=O)NCc2ccc(C)cc2)ccc1N1CCCC1
→ ?	?	4%
> CCOc1ccc(-c2nnc(SCC(=O)Nc3cc(C)ccc3OC)o2)cc1
→ ?	?	9%
> Cc1cc(/C=C2\C(=N)N3N=C(C(C)C)SC3=NC2=O)c(C)n1Cc1ccccc1
→ 0%	14%	-19%
> CCCn1nc(C(=O)Nc2cc(OCC)c(N3CCOCC3)cc2OCC)c2ccccc2c1=O
→ 3.3µM*	16µM*	.
> Cc1ccc(NC(=O)COC(=O)c2ccc(CN3CCCC3=O)cc2)c(Cl)c1
→ 3%	18%	1%
> O=C(NCc1ccco1)c1c[nH]c2ccc(S(=O)(=O)N3CCOCC3)cc2c1=O
→ -42%	-29%	6%
> O=C(NCCN1CCOCC1)c1ccc(CS(=O)(=O)c2ccc(Cl)cc2)o1
→ -23%	-20%	1%
> Cc1ccc(-c2nc3ccccc3s2)cc1NC(=S)NC(=O)c1ccccc1
→ ?	?	-2%
> CCc1cccc(OCCCCNCCO)c1
→ ?	-18%	-4%
> Cc1ccc(C(=O)Oc2ccc(/C=N/NC(N)=O)cc2)cc1
→ 7%	4%	0%
> CCCN1CCN(C(=O)C2CCN(S(=O)(=O)c3c(C)noc3/C=C/c3ccc(C)cc3)CC2)CC1
→ 21µM*	21µM*	8%

# Carrying on.
compound | TDP1 cell noCPT | TDP1 cell CPT | TDP1 block
CCCCN=C1CC(C)(C)CC(=O)/C1=C(/O)CCCN1C(=O)c2ccccc2C1=O | ? | -26% | -4%
CC(C)(C)c1nnc(NC(=O)Cc2ccc(Br)cc2)s1 | ? | ? | -2%
Cc1ccc(C(=O)C2C(=O)c3ccccc3C2=O)cc1 | -23% | ? | 5%
CC(=O)c1c(-c2ccc(Cl)cc2)c2ccccc2[nH]c1=O | -18% | -7% | -1%
COC(=O)c1cc(-c2cccc(OC)c2)n[nH]1 | -8% | -18% | 4%
Cc1ccc(S(=O)(=O)c2nnn(-c3cccc(F)c3)c2N)cc1 | ? | -22% | 7%
O=C(O)C1Cc2ccccc2CN1C(=O)COc1ccc(Cl)cc1Cl (stereo not given) | -14% | 4% | -3%
CNS(=O)(=O)c1cn(CC(=O)NCc2cccc(OC)c2)cc1S(=O)(=O)NC | 14% | 14% | .
COc1cc(OC)c(-c2nn3c(-c4ccco4)nnc3s2)cc1OC | 15µM* | ? | -3%
Nc1[nH]c(C(=O)c2ccccc2)c(-c2ccc(Cl)cc2Cl)c1C(=O)c1ccc(Br)cc1 | -6% | 0% | .
COc1ccc(C(=O)C(OC(=O)CNC(=O)c2ccco2)c2ccccc2)cc1 (stereo not given) | -4% | 6% | 8%
C[C@]12c3[nH]c4ccc(Cl)cc4c3CCN1C(=O)[C@@H](CC(=O)NCCC1=CCCCC1)C[C@@H]2C(=O)N1CCCCC1 | -22% | -28% | -1%[56.1 µM]
O=C(CN(CC1CCCO1)C(=O)CNS(=O)(=O)c1ccc(F)cc1)NC1CCCC1 (stereo not given) | -24% | -4% | .
CCCCOC(=O)N/N=C/C=C/c1ccccc1 | -4% | 22% | .
O=C(Cc1cccs1)N=Nc1c(O)[nH]c2ccccc12 | 41%[activator] | -5% | .
CC(C)NC(=O)CSc1nc(-c2ccccc2)cs1 | ? | -4% | 3%
CC(Oc1ccc(Br)cc1)C(=O)Nc1ccc(S(=O)(=O)N(C)C2CCN(C)CC2)cc1 (stereo not given) | 6.5µM* | 12µM* | -10%
Cc1ccc2c(CN3CCCCC3)cc(=O)oc2c1C | 4% | 4% | .
O=C(CCCCn1c(=O)[nH]c2ccsc2c1=O)NCC1CCCO1 (stereo not given) | -1% | -2% | -1%
COc1ccccc1C=NN1CCCCCC1 | ? | ? | .
COC(=O)c1cc(-c2ccc(Cl)cc2)n(-c2ccc(S(N)(=O)=O)cc2)n1 | -20% | 6% | 3%
CCCn1c(C)cc(C(=O)COC(=O)c2cc(=O)[nH]c3ccccc23)c1C | ? | -17% | .
CSc1ncc(Cl)c(C(=O)Nc2ccc(S(=O)(=O)N3CCC(C)CC3)cc2)n1 | 23µM* | 23µM* | 10%
COc1cc(C(C(=O)NC2CCCCC2)N(C(=O)c2snc(C(N)=O)c2N)c2ccc(C)cc2)ccc1O (stereo not given) | ? | -17% | 1%

# Exported with each value named: part of the list above.
mol: Cc1ccc(C(=O)C2C(=O)c3ccccc3C2=O)cc1
  TDP1 cell noCPT: -23%; TDP1 cell CPT: ?; TDP1 block: 5%

mol: CC(=O)c1c(-c2ccc(Cl)cc2)c2ccccc2[nH]c1=O
  TDP1 cell noCPT: -18%; TDP1 cell CPT: -7%; TDP1 block: -1%

mol: COC(=O)c1cc(-c2cccc(OC)c2)n[nH]1
  TDP1 cell noCPT: -8%; TDP1 cell CPT: -18%; TDP1 block: 4%

mol: Cc1ccc(S(=O)(=O)c2nnn(-c3cccc(F)c3)c2N)cc1
  TDP1 cell noCPT: ?; TDP1 cell CPT: -22%; TDP1 block: 7%

# Source: PubChem
